TRAIL sens C8: caspase-8 TRAIL sensitization | inhibition (viability loss, TRAIL sensitization), % at 10 µM | NB7+C8 cells + TRAIL, ATPlite viability luminescence | 1% of 360,000 active;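 active = compounds causing at least 50% loss of cell viability in the single-dose screen, relative to plate controls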
LRH-1 inv ag: suppresses constitutive activity of human LRH-1; O00482; HEK293T StAR-luciferase reporter, LRH-1 transfected, 24 h; inhibition, % at 3.6 µM; 0.13% of 360,000 active;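 active = inhibition above the mean inhibition of all tested compounds plus 3 SD, cut at about 73% in these data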;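 note: 0% = DMSO wells and 100% = reporter-only cells lacking LRH-1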
EBV LMP1 NFkB: Epstein-Barr LMP1 NF-kappaB reporter inhibition | LMP1-induced NF-kappaB luciferase reporter cells, luminescence | inhibition, % at 12.5 µM | 0.69% of 350,000 active | AID 504558; in the data active = inhibition above about 41%;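 note: 0% = neutral control wells and 100% = reference inhibitor control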
KKLEB cytotox: counter-screen for CF NF-kB inhibitors: cytotoxicity; KKLEB CF airway cells viability, ATPlite luminescence, overnight; hits give low values; cells stimulated with P. aeruginosa culture filtrate; activity change (cytotoxicity), % at 5 µM; 0.36% of 360,000 active;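 active = corrected activity change at or below -50% at 5 µM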
NCOA3 inh: inhibits human SRC3 coactivator. Q9Y6Q9. HEK293 GAL4-SRC3 luciferase reporter, luminescence. inhibition, % at 3.6 µM. 0.17% of 360,000 active. AID 588352;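 active = inhibition above a per-campaign cutoff, the mean of all compounds plus 3 SD, cut at about 60% in these data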;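 note: 0% = DMSO-treated cells and 100% = gossypol-treated cells at 36 µM; higher means less SRC3-driven luciferase light from the GAL4 reporter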
TROY signal inh: inhibitors of TROY-dependent NF-kB signaling | Q293 LMP1-TROYcd NF-kB luciferase reporter, 4 h | inhibition, % at 10 µM | 0.98% of 360,000 active | AID 1347056;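 active = compounds whose plate-normalised and pattern-corrected inhibition of the luciferase reporter signal at the single screening dose is 50% or more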
CF NFkB block: cystic fibrosis NF-kB activation inhibition. inhibition, % at 5 µM. KKLEB NF-kB-GFP reporter, PAF-induced, GFP fluorescence overnight. 0.86% of 360,000 active. AID 588850;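 active = at least 50% inhibition at 5 µM, scaled per plate between neutral and stimulator controls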;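 note: PAF is a Pseudomonas aeruginosa culture filtrate used as stimulus; plate controls were PAF-stimulated DMSO wells for no effect and unstimulated DMSO wells for full effect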
Shn3 inh set2: Schnurri-3 reporter inhibition in Clone20 osteoblasts | Clone20 osteoblast Shn3 3'UTR firefly luciferase, 24 h | 0.52% of 360,000 active | AID 588674 | inhibition, % at 12.5 µM;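 active = mean inhibition of at least 75% with every replicate also reaching 75%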;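 note: 0% = median of neutral control wells and 100% = pilot-screen positive control compound; some compounds past the cut are filed as inactive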
NCOA1 inh: human NCOA1 inhibition; HEK293 GAL4-SRC1 luciferase reporter, luminescence; Q15788; AID 588354; inhibition, % at 3.6 µM; 0.12% of 360,000 active;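 active = inhibition above the campaign mean plus 3 SD, with each screening campaign given its own cutoff, cut at about 60% in these data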;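 note: 0% = DMSO treated cells and 100% = gossypol at 36 µM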
Target sequence (Q15788 whole entry, looked up, the tested form may be a part): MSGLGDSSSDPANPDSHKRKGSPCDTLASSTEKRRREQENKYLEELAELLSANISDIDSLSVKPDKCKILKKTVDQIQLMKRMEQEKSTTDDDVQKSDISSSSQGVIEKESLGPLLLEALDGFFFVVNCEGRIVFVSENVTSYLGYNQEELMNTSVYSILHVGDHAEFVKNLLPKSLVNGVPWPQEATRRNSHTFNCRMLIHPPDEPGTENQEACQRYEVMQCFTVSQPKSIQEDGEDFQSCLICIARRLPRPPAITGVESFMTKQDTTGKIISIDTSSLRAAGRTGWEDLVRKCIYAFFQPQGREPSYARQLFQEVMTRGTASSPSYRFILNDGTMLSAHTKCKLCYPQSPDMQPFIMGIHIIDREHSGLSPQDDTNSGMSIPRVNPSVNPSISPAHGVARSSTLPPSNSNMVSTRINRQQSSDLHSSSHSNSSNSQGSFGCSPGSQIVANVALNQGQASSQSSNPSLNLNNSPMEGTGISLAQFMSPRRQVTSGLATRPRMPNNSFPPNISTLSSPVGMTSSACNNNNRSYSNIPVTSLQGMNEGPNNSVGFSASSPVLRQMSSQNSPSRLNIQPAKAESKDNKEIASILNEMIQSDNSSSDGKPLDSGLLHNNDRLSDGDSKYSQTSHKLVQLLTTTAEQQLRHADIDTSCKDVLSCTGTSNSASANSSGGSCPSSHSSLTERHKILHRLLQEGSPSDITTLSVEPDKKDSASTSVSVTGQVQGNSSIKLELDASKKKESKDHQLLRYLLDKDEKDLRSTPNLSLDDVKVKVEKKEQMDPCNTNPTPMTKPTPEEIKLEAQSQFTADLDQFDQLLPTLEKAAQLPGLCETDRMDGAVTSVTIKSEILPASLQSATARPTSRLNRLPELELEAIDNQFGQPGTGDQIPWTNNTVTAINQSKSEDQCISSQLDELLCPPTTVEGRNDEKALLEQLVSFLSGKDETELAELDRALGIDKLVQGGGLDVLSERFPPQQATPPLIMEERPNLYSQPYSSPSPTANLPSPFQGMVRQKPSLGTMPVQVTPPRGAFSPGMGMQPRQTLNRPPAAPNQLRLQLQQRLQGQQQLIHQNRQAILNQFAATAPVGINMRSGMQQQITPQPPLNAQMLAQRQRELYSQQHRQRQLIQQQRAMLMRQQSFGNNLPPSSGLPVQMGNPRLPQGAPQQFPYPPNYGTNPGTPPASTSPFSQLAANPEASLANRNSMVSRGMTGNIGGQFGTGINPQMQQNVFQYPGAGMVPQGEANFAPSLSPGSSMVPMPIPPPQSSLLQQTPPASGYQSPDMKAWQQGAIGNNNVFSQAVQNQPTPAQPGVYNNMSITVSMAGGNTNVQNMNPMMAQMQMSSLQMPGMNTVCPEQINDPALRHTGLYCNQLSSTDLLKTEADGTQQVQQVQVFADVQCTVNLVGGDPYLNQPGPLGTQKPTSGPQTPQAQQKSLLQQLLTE
TWEAK Fn14 block: inhibitors of TWEAK-Fn14 interaction signaling; inhibition, % at 10 µM; TWEAK-stimulated Fn14 reporter cells, luciferase luminescence, 8 h; 2% of 360,000 active; in the data active = inhibition above about 50%
COUP-TFII inh: blocks human COUP-TFII nuclear receptor; AID 686940; HEK293T NGFI-A luciferase reporter, luminescence; inhibition, % at 8.6 µM; P24468; 0.7% of 370,000 active;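 active = inhibition above a per-plate cutoff, mean inhibition of test wells between control levels plus 3 SD, cut at about 38% in these data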;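 note: cells cotransfected with COUP-TFII expression vector driving the NGFI-A reporter; 0% = median of COUP-TF2 test wells and 100% = reporter-only cells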
* hit, by the source's call.

How did O=c1c2ccccc2sn1-c1cccc(Cl)c1 do in these assays?
TRAIL sens C8: -10; LRH-1 inv ag: -28; EBV LMP1 NFkB: -1; KKLEB cytotox: -2; NCOA3 inh: -2; TROY signal inh: 10; CF NFkB block: 60*; Shn3 inh set2: -15; NCOA1 inh: -22; TWEAK Fn14 block: 8; COUP-TFII inh: 12

What do the screens show for `CCCNC(=O)CSC1=N/C(=C/c2ccc(F)cc2)C(=O)N1CC`?
TRAIL sens C8: -6; LRH-1 inv ag: 11; EBV LMP1 NFkB: 1; KKLEB cytotox: -11; NCOA3 inh: 1; TROY signal inh: -29; CF NFkB block: 1; Shn3 inh set2: -9; NCOA1 inh: 10; TWEAK Fn14 block: 9; COUP-TFII inh: -12

Results for C[C@H](NC(=O)NC1CCCc2ccccc21)C(=O)O (stereo partly specified) ?
TRAIL sens C8: -4; LRH-1 inv ag: 0; EBV LMP1 NFkB: 1; KKLEB cytotox: -6; NCOA3 inh: 13; TROY signal inh: 9; CF NFkB block: -2; Shn3 inh set2: 0; NCOA1 inh: 14; TWEAK Fn14 block: 11

Results for CC(C)n1c(N2CCN(C(=O)Nc3ccc(Cl)cc3)CC2)nc2ccccc21 ?
TRAIL sens C8: 4; LRH-1 inv ag: -22; EBV LMP1 NFkB: 19; KKLEB cytotox: 7; NCOA3 inh: -2; TROY signal inh: -10; CF NFkB block: -12; Shn3 inh set2: 10; NCOA1 inh: -10; TWEAK Fn14 block: -16; COUP-TFII inh: -8

Results for O=C(N/N=C\c1cc(Br)cs1)c1ccncc1 ?
TRAIL sens C8: 14; LRH-1 inv ag: -5; EBV LMP1 NFkB: -3; KKLEB cytotox: -4; NCOA3 inh: 6; TROY signal inh: -29; CF NFkB block: 6; Shn3 inh set2: -4; NCOA1 inh: -1; TWEAK Fn14 block: -9; COUP-TFII inh: 0

Results for CN1C/C(=C/c2cccnc2)C(=O)/C(=C/c2cccnc2)C1 ?
TRAIL sens C8: -13; LRH-1 inv ag: 15; EBV LMP1 NFkB: 1; KKLEB cytotox: 1; NCOA3 inh: 41; TROY signal inh: 8; CF NFkB block: 57*; Shn3 inh set2: 23; NCOA1 inh: 8; TWEAK Fn14 block: 65*; COUP-TFII inh: 8

What do the screens show for `CCN(CC)S(=O)(=O)c1ccc(N2CCOCC2)c(NS(=O)(=O)c2ccc(C(C)C)cc2)c1`?
TRAIL sens C8: 13; LRH-1 inv ag: 10; EBV LMP1 NFkB: 3; KKLEB cytotox: 0; NCOA3 inh: 10; TROY signal inh: -6; CF NFkB block: 6; Shn3 inh set2: -11; NCOA1 inh: -1; TWEAK Fn14 block: -11; COUP-TFII inh: 5

What do the screens show for `CCOc1ccc(S(=O)(=O)N(CC(=O)N2CCc3ccccc32)Cc2ccco2)cc1`?
TRAIL sens C8: 2; LRH-1 inv ag: 14; EBV LMP1 NFkB: -2; KKLEB cytotox: -5; NCOA3 inh: -37; TROY signal inh: 15; CF NFkB block: 0; Shn3 inh set2: -5; NCOA1 inh: -1; TWEAK Fn14 block: 6; COUP-TFII inh: -16

How did O=C(c1cc(-c2ccccc2Cl)nc2ccccc12)N1CCC1 do in these assays?
TRAIL sens C8: 2; LRH-1 inv ag: 16; EBV LMP1 NFkB: 4; KKLEB cytotox: -5; NCOA3 inh: -1; TROY signal inh: -16; CF NFkB block: 2; Shn3 inh set2: -7; NCOA1 inh: -9; TWEAK Fn14 block: 4; COUP-TFII inh: -8

How did O=C(NCC1CCCO1)c1cccc(S(=O)(=O)Nc2ccc(SC(F)F)cc2)c1 (stereo unspecified) do in these assays?
TRAIL sens C8: 6; LRH-1 inv ag: 7; EBV LMP1 NFkB: 0; KKLEB cytotox: 0; NCOA3 inh: 1; TROY signal inh: -10; CF NFkB block: 13; Shn3 inh set2: 6; NCOA1 inh: -12; TWEAK Fn14 block: 6; COUP-TFII inh: 0

What do the screens show for `CCOc1ccc(NC(=O)N(CCC(C)C)C(C)c2ccco2)cc1` (stereo unspecified)?
TRAIL sens C8: -2; LRH-1 inv ag: -10; EBV LMP1 NFkB: 4; KKLEB cytotox: 7; NCOA3 inh: -15; TROY signal inh: -11; CF NFkB block: 8; Shn3 inh set2: -4; NCOA1 inh: 14; TWEAK Fn14 block: -4; COUP-TFII inh: 3

What do the screens show for `CCCCN(C(=O)CC1CCCC1)c1c(N)n(CCCC)c(=O)[nH]c1=O`?
TRAIL sens C8: -12; LRH-1 inv ag: -5; EBV LMP1 NFkB: -3; KKLEB cytotox: 8; NCOA3 inh: 5; TROY signal inh: -3; CF NFkB block: 11; Shn3 inh set2: 8; NCOA1 inh: -11; TWEAK Fn14 block: 18; COUP-TFII inh: -19

How did Cc1cccc(N2CCN(S(=O)(=O)c3ccc4c(c3)n(C)c(=O)c(=O)n4C)CC2C)c1 (stereo unspecified) do in these assays?
TRAIL sens C8: 11; LRH-1 inv ag: 1; EBV LMP1 NFkB: 0; KKLEB cytotox: 10; NCOA3 inh: 20; TROY signal inh: 4; CF NFkB block: -1; Shn3 inh set2: 8; NCOA1 inh: 3; TWEAK Fn14 block: 14; COUP-TFII inh: 7

Results for COc1ccc(S(=O)(=O)N2CCCCC2)cc1NC(=S)Nc1ccccc1 ?
TRAIL sens C8: -2; LRH-1 inv ag: 21; EBV LMP1 NFkB: -2; KKLEB cytotox: 6; NCOA3 inh: 7; TROY signal inh: -11; CF NFkB block: -1; Shn3 inh set2: -12; NCOA1 inh: -1; TWEAK Fn14 block: 17; COUP-TFII inh: 1

How did COc1cccc(/C=N/Nc2nnc(C)n2N)c1O do in these assays?
TRAIL sens C8: 10; LRH-1 inv ag: 34; EBV LMP1 NFkB: 10; KKLEB cytotox: 2; NCOA3 inh: 20; TROY signal inh: 1; CF NFkB block: 11; Shn3 inh set2: -11; NCOA1 inh: 0; TWEAK Fn14 block: 11; COUP-TFII inh: -8

How did CC(O)(C(=O)c1ccccc1)c1ccccc1 (stereo unspecified) do in these assays?
TRAIL sens C8: -7; LRH-1 inv ag: -42; KKLEB cytotox: 0; NCOA3 inh: 10; TROY signal inh: -12; CF NFkB block: -11; Shn3 inh set2: 2; NCOA1 inh: 14; TWEAK Fn14 block: 10; COUP-TFII inh: 13

Results for CCOCC(=O)N1CCCC(C(=O)OCC)C1 (stereo unspecified) ?
TRAIL sens C8: -7; LRH-1 inv ag: 36; EBV LMP1 NFkB: -5; KKLEB cytotox: 7; NCOA3 inh: 14; TROY signal inh: -7; CF NFkB block: -9; Shn3 inh set2: -16; NCOA1 inh: 7; TWEAK Fn14 block: -1; COUP-TFII inh: -4

How did Cc1ncc([N+](=O)[O-])n1Cc1cccc(F)c1 do in these assays?
TRAIL sens C8: -1; LRH-1 inv ag: 2; EBV LMP1 NFkB: 1; KKLEB cytotox: -3; NCOA3 inh: 8; TROY signal inh: 19; CF NFkB block: -1; Shn3 inh set2: -13; NCOA1 inh: 12; TWEAK Fn14 block: 70*; COUP-TFII inh: -14

Results for Cc1ccc(CN2C(=O)CNC2=S)cc1 ?
TRAIL sens C8: 10; LRH-1 inv ag: 24; EBV LMP1 NFkB: 4; KKLEB cytotox: 6; NCOA3 inh: 15; TROY signal inh: -2; CF NFkB block: 8; Shn3 inh set2: -18; NCOA1 inh: 14; TWEAK Fn14 block: 5; COUP-TFII inh: 6

What do the screens show for `COc1ccc(-c2csc(NC(=O)c3ccccc3F)n2)cc1`?
TRAIL sens C8: 5; LRH-1 inv ag: -20; EBV LMP1 NFkB: -9; KKLEB cytotox: -3; NCOA3 inh: -30; TROY signal inh: -9; CF NFkB block: -5; Shn3 inh set2: -9; NCOA1 inh: 8; TWEAK Fn14 block: 7; COUP-TFII inh: 9

Results for CCCc1nc2ccc(NC(=O)NCCC(=O)OCC)cc2c(=O)n1Cc1ccc(Cl)cc1 ?
TRAIL sens C8: -3; LRH-1 inv ag: -1; EBV LMP1 NFkB: -5; KKLEB cytotox: 9; NCOA3 inh: -4; TROY signal inh: -16; CF NFkB block: 6; Shn3 inh set2: -7; NCOA1 inh: -6; TWEAK Fn14 block: -27; COUP-TFII inh: 2

How did CC(C)[C@H](NS(=O)(=O)c1ccc2c(c1)OCCO2)C(=O)OCC(=O)Nc1ccccc1Cl do in these assays?
TRAIL sens C8: -3; LRH-1 inv ag: -4; EBV LMP1 NFkB: -10; KKLEB cytotox: 12; NCOA3 inh: -13; TROY signal inh: -4; CF NFkB block: 8; Shn3 inh set2: -38; NCOA1 inh: 2; TWEAK Fn14 block: -22; COUP-TFII inh: -8

How did COc1ccc2cc(/C=N/NC(=O)c3c(Cl)cnn3C)c(Cl)nc2c1 do in these assays?
TRAIL sens C8: 3; LRH-1 inv ag: 4; EBV LMP1 NFkB: 7; KKLEB cytotox: -22; NCOA3 inh: 9; TROY signal inh: -6; CF NFkB block: 19; Shn3 inh set2: 13; NCOA1 inh: 4; TWEAK Fn14 block: -2; COUP-TFII inh: -17

Results for CCC1C(=O)NCCN1C(=O)c1ccccc1OC1CCN(S(C)(=O)=O)CC1 (stereo unspecified) ?
TRAIL sens C8: -7; LRH-1 inv ag: 4; EBV LMP1 NFkB: 0; KKLEB cytotox: 19; NCOA3 inh: -5; TROY signal inh: 13; CF NFkB block: -13; Shn3 inh set2: -6; NCOA1 inh: -4; TWEAK Fn14 block: 10; COUP-TFII inh: -8

How did CCOc1ccc(Br)cc1S(=O)(=O)NCCN1CCCC1 do in these assays?
TRAIL sens C8: -8; LRH-1 inv ag: 13; EBV LMP1 NFkB: -4; KKLEB cytotox: 11; NCOA3 inh: -9; TROY signal inh: -7; CF NFkB block: -15; Shn3 inh set2: -8; NCOA1 inh: -9; TWEAK Fn14 block: -23; COUP-TFII inh: 28

Results for Cc1ccc(C(=O)N/N=C\c2ccc[nH]2)cc1[N+](=O)[O-] ?
TRAIL sens C8: 86*; LRH-1 inv ag: 26; EBV LMP1 NFkB: -10; KKLEB cytotox: 8; NCOA3 inh: 29; TROY signal inh: -25; CF NFkB block: -6; Shn3 inh set2: -7; NCOA1 inh: 3; TWEAK Fn14 block: -6; COUP-TFII inh: 13

How did O=C(NC(NCc1cccnc1)C(Cl)(Cl)Cl)c1cccc2ccccc12 (stereo unspecified) do in these assays?
TRAIL sens C8: -11; LRH-1 inv ag: -6; EBV LMP1 NFkB: -6; KKLEB cytotox: -9; NCOA3 inh: 5; TROY signal inh: -7; CF NFkB block: 10; Shn3 inh set2: 20; NCOA1 inh: -6; TWEAK Fn14 block: 65*; COUP-TFII inh: -8

Results for CN(NC(=O)c1ccco1)c1nc2ccccc2nc1C(F)(F)F ?
TRAIL sens C8: 0; LRH-1 inv ag: 7; EBV LMP1 NFkB: 4; KKLEB cytotox: -5; NCOA3 inh: 15; TROY signal inh: -14; CF NFkB block: -4; Shn3 inh set2: 14; NCOA1 inh: 0; TWEAK Fn14 block: 6; COUP-TFII inh: 6

From PubChem BioAssay

Some of the compounds tested; the hit share may differ from the screen's.
